HDAC3 inhib: HDAC3 deacetylase inhibitors, primary screen, biochemical, fluorescence, cell-free homogeneous; Histone deacetylase 3 (Homo sapiens), O15379; recombinant HDAC3, fluorogenic peptide/trypsin coupled; inhibition, % at 8.3 µM; 320,000 compounds, 0.15% hits; AID 2718, 2010; in the data active = inhibition above about 26%, passing the limit was not always enough
Target sequence (O15379 whole entry, looked up): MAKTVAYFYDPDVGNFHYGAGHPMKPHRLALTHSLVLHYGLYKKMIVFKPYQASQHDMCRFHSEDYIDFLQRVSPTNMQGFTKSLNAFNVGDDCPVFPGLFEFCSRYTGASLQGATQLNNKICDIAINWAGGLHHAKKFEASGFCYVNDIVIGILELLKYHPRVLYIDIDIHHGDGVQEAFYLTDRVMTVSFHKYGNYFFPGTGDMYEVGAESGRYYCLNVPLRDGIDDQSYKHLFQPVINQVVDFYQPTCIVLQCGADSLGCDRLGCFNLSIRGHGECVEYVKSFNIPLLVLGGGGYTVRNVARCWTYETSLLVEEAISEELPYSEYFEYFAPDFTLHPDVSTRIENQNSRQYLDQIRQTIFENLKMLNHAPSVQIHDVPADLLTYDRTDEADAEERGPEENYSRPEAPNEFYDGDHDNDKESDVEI
Dyrk1A ADPGlo: rat Dyrk1A kinase inhibitors, primary screen, biochemical, single point, plate reader. Dual specificity tyrosine-phosphorylation-regulated kinase 1A (Rattus norvegicus), Q63470. ADP-Glo luminescence, NFATc1 peptide. inhibition, % at 12.5 µM. 310,000 compounds, 0.43% hits. AID 504441, 2011; in the data active = inhibition above about 50%;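 note: plate controls were vehicle with enzyme for no effect and no enzyme for full effect; many of its hits are not listed in these tables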
TRPC4 agonist: activators of mouse TRPC4 channel, primary screen, Fluo4 calcium, HEK293 TRPC4beta/mu-opioid cells | AID 2237, 2010 | 310,000 compounds, 0.49% hits | B-score at 10 µM | Fluo4 calcium fluorescence; hits give high values;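 active = B-score above 5 SD of library B-scores, and initial fluorescence ratio not above library mean plus 5 SD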;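 note: positive B-score marks a calcium rise read as TRPC4 activation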
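Technique: kinetic Fluo4 calcium fluorescence; Test system: TRPC4beta and mu-opioid receptor HEK293 stable cells; Measure: B-scored integrated calcium fluorescence ratio; Benchmarks: low control buffer alone, high control maximal DAMGO; Schedule: 45 min room-temperature Fluo4 loading, 110 s read.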
KCNK9 block: KCNK9 potassium channel inhibitors, primary screen, HEK293 cells, thallium flux | Potassium channel subfamily K member 9 (Homo sapiens), Q9NPC2 | FluxOR thallium flux fluorescence; hits give low values | B-score at 10 µM | 310,000 compounds, 1.2% hits | AID 488922, 2010;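 active = ratio B-score over 3 SD below the library mean, with starting fluorescence within 5 SD of its mean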;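 note: negative B-score means less thallium flux so channel inhibition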
TMEM16A act: TMEM16A chloride channel activators or potentiators, primary screen, cell-based, HTS; Anoctamin-1 (Mus musculus), Q8BHY3; HEK293 TMEM16A/YFP-H148Q/I152L, iodide quench fluorescence; hits give low values; B-score at 10 µM; 340,000 compounds, 0.3% hits; AID 623877, 2012;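 active = fluorescence-ratio B-score plate-corrected deviation score at least 3 library SD below zero, with starting fluorescence score within 5 deviations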;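 note: channel opened by trigger with iodide after compound preincubation; score built on the fluorescence ratio of max minus min over baseline; more negative score means more quench and so TMEM16A activation or potentiation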
KCNK3 inh: human KCNK3 channel inhibitors, primary screen, CHO cells, FluxOR thallium flux, B-score. Potassium channel subfamily K member 3 (Homo sapiens), O14649. FluxOR fluorescence; hits give low values. B-score at 10 µM. 340,000 compounds, 0.84% hits;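 active = B-score under library mean minus 4 SD, starting fluorescence ratio at most library mean plus 5 SD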;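 note: more negative B-score means stronger inhibition of thallium flux through KCNK3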
ANO1 block: TMEM16A chloride channel inhibitors, primary screen, cell-based, HTS; Anoctamin-1 (Mus musculus), Q8BHY3; HEK293 TMEM16A/YFP iodide influx fluorescence, ionomycin; normalized B-score (activity score, 25-100; higher = stronger inhibition) at 10 µM; 310,000 compounds, 1.2% hits; AID 588511, 2011;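 active = ratio plate-corrected score three or more library SD toward inhibition, starting fluorescence score within five deviations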;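 note: score derived from kinetic fluorescence span divided by baseline fluorescence per well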
hERG rescue: hERG rescue from dofetilide block, primary screen, cell-based, CHO-hERG, FluxOR thallium flux, dofetilide IC70. Voltage-gated inwardly rectifying potassium channel KCNH2 (Homo sapiens), Q12809. dofetilide IC70 present. activation (rescue from dofetilide block), less the hit threshold, % at 10 µM. 310,000 compounds, 0.51% hits;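 active = activation above the mean of controls blocked by dofetilide plus 5 SD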;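 note: thallium influx through hERG after potassium depolarization seen as dye fluorescence rise; in these data hits start at about 4.7%; inactives centre near -7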
KCNQ1 inh: inhibitors of human KCNQ1 channel, primary screen, cell-based, thallium flux, high-throughput. B-score at 10 µM. Potassium voltage-gated channel subfamily KQT member 1 (Homo sapiens), P51787. 310,000 compounds, 1.3% hits. CHO-K1 KCNQ1, FluxOR thallium flux fluorescence; hits give high values;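 active = compounds whose thallium flux B-score, printed positive for inhibition, exceeds three library SD while starting fluorescence stays within three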;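 note: channel opened by potassium depolarization with thallium stimulus after 20 min compound exposure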
Target sequence (P51787 whole entry, looked up): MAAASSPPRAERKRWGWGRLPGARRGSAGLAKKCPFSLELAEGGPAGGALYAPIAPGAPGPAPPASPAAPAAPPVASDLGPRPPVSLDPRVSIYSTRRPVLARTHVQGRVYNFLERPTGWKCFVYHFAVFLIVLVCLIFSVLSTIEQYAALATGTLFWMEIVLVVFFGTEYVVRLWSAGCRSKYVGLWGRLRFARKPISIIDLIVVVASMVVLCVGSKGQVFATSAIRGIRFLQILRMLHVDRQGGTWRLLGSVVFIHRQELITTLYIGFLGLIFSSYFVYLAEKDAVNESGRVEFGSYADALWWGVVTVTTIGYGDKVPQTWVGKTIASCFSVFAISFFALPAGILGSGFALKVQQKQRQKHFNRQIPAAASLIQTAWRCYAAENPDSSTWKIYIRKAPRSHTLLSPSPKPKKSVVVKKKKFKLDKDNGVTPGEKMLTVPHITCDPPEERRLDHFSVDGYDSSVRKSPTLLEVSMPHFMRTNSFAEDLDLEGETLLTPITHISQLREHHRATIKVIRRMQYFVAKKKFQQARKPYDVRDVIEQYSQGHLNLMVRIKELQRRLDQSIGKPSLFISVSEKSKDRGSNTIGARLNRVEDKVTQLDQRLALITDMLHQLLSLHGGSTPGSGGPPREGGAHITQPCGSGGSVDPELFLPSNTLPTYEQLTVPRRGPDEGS
KCNQ1 pot: potentiators or activators of KCNQ1 channel, primary screen, cell-based, thallium flux, high-throughput; Potassium voltage-gated channel subfamily KQT member 1 (Homo sapiens), P51787; CHO-K1 KCNQ1, thallium flux FluxOR fluorescence; hits give high values; B-score at 10 µM; 310,000 compounds, 0.35% hits; AID 2648, 2010;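 active = fluorescence ratio B-score, a plate-corrected score, at least three library SD, with initial intensity B-score within 5 SD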
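Assay system: stable KCNQ1 CHO-K1 line; medium: assay buffer, equal DMSO in all wells; timing: 90 min dye loading and 20 min compound exposure, both at room temperature; technique: kinetic FluxOR thallium fluorescence, 10-s 1-Hz baseline, 110-s post-stimulus read; read-out basis: B score of baseline-normalized fluorescence ratio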
TRPC4 PAM: positive allosteric modulators of TRPC4, primary screen, cell-based, mouse TRPC4beta, HEK293 mu-opioid, Fluo-4 calcium; DAMGO EC20, Fluo-4 Ca2+ flux; hits give high values; B-score at 10 µM; 310,000 compounds, 0.42% hits; AID 2227, 2009;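 active = B-score of calcium response area above 5 SD of library B-scores, with initial fluorescence ratio within 5 SD of library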;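 note: B-score of integrated fluorescence ratio over time as area under calcium response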
An asterisk follows results filed as active; i = inactive; . = not tested or not shown. Some of the compounds tested; the hit share may differ from the screen's.

The line under a structure holds: HDAC3 inhib | Dyrk1A ADPGlo | TRPC4 agonist | KCNK9 block | TMEM16A act | KCNK3 inh | ANO1 block | hERG rescue | KCNQ1 inh | KCNQ1 pot | TRPC4 PAM
Cc1ccc(SCCC(=O)OC(C)C(=O)Nc2ccccc2)cc1 (centres undefined)
    2 | 8 | i | i | i | i | i | -11 | i | i | i
COC(=O)c1[nH]c2ccc(F)cc2c1NS(=O)(=O)c1ccc(F)c(C)c1
    1 | 1 | i | i | i | i | i | -8 | i | i | i
CCSC1(SCC)N=C(N)C2(C#N)C(c3ccc(OC)c(OC)c3OC)C12C#N (centres undefined)
    8 | 4 | i | i | i | i | i | -5 | i | i | i
COc1cc(CC(=O)OCC(=O)Nc2cc([N+](=O)[O-])ccc2F)cc(OC)c1OC
    1 | -1 | i | i | i | i | i | -3 | i | i | i
Cc1ccc2c(C)c(C(=O)N3CCCCC3CO)oc2c1C (centres undefined)
    0 | 3 | i | i | i | i | i | -4 | i | i | i
CC(C)C(=O)NNS(=O)(=O)c1ccccc1[N+](=O)[O-]
    1 | 6 | i | i | i | i | i | -8 | i | i | i
CCOc1ccccc1NC(=O)C1CCN(S(=O)(=O)c2ccc(OC)c(OC)c2)CC1
    -1 | 7 | i | i | i | i | i | -1 | i | i | i
O=C(NCC1CCCO1)c1ccc2c(c1)C(=O)N(c1cccc([N+](=O)[O-])c1)C2=O (centres undefined)
    -6 | 6 | i | i | i | i | i | -6 | i | i | i
CN(C)/C=N/C(=S)Nc1ccc(Br)cc1F
    -5 | 7 | i | i | i | i | i | -3 | i | i | i
CCN(CC)C(=O)Cn1cc(S(=O)(=O)CC(=O)NCCc2ccccc2)c2ccccc21
    -6 | 2 | i | i | i | i | i | -8 | i | i | i
CCOc1ccccc1/C=N/NC(=O)c1cccc(S(=O)(=O)N(CC)CC)c1
    9 | 5 | i | i | i | i | i | -6 | i | i | i
COc1cc(/C=N/N=C(/C(=O)c2ccccc2)c2ccccc2)cc(OC)c1O
    19 | -5 | i | i | i | i | i | -11 | i | i | i
Cc1cc(C(=O)COc2ccccc2C#N)c(C)n1C1CC1
    1 | -5 | i | i | i | i | i | -11 | i | i | i
COc1ccccc1CN(C)C(=O)CNC(=O)c1cccc(Cl)c1
    4 | 0 | i | i | i | i | i | -8 | i | i | i
Cc1cc2ccccn2c1C(=O)Nc1ccc(Cl)cc1
    3 | -1 | i | i | i | i | i | -8 | i | i | i
O=C(NNC(=O)c1cccs1)c1ccc(Cl)nc1
    2 | 0 | i | i | i | i | i | -11 | i | i | i
Cc1ccc(C(=O)O/N=C(\N)c2ccccc2)c(Cl)c1
    6 | 13 | i | i | i | i | i | -9 | i | i | i
COCCCNC(=O)c1ccc2c3c(onc13)-c1ccccc1C2=O
    13 | 7 | i | i | i | i | i | -56 | 10* | i | i
Cc1ccc(S(=O)(=O)NCCN2CCOCC2)cc1
    1 | 6 | i | i | i | i | i | -6 | i | i | i
O=C(c1cc2ccccc2c(=O)o1)N1CCc2ccccc2C1
    -1 | -7 | i | i | i | i | i | -4 | i | i | i
COc1ccc(OC)c(/C=N/NC(=O)c2c(C)nc3ccc(C)cn23)c1
    -58 | -5 | i | i | i | i | i | -4 | i | i | i
CCc1ncc(CN2CCCC(C(=O)Nc3ccc(-c4cscn4)cc3)C2)cn1 (centres undefined)
    -6 | 4 | i | i | i | i | i | -5 | i | i | i
CC12CCC(C(=O)Nc3ccccc3)(C(Br)C1=O)C2(C)C (centres undefined)
    3 | -6 | i | i | i | i | i | -5 | i | i | i
Cc1ccc(C(=O)Nc2cccc(C(F)(F)F)c2)cc1NC(=O)c1nccnc1N
    -4 | -9 | i | i | i | i | i | -4 | i | i | i
CCc1nc(NCc2cccnc2)c2oc3ccccc3c2n1
    -8 | 11 | i | i | i | i | i | -16 | i | i | i
Cc1ccc(NC(=O)CCNC(=O)c2ccc(Cl)cc2)cc1F
    -7 | -2 | i | i | i | i | i | -8 | i | i | i
COC(=O)/C(=C1/Oc2ccc(C(C)(C)C)cc2S1)C(F)(F)F
    3 | -3 | i | i | i | i | i | -12 | i | i | i
O=C(c1ccc(Cl)c(S(=O)(=O)N2CCCC2)c1)N1CCCCC1
    -2 | . | i | i | i | i | i | -5 | i | i | i
CCC(C)(C)NC(=O)c1cc(OC)c(OC)cc1[N+](=O)[O-]
    3 | 3 | i | i | i | i | i | -5 | i | i | i
O=C(CSc1nc2c(c(=O)n1-c1ccc(Cl)cc1)SCC2)N1CCOCC1
    . | 1 | i | i | i | i | i | -8 | i | i | i
Cc1cc(C)c(C(=O)OCC(=O)NC(=O)c2ccccc2)c(C)c1
    7 | 6 | i | i | i | i | i | -13 | i | i | i
Cc1nnc(NC(=O)CSc2ccc(-c3ccco3)nn2)s1
    1 | . | i | i | i | i | i | -10 | i | i | i
O=C(CN1C(=O)/C(=C\c2ccccc2F)SC1=S)Nc1nc2ccccc2s1
    8 | -5 | i | -7.2* | i | i | i | -13 | i | i | i
CC(=O)NC1(c2ccccc2)CCN(CC(=O)N2CCC(C)CC2)CC1
    -5 | -3 | i | i | i | i | i | -2 | i | i | i
CN(Cc1ccccc1)C(=O)COc1ccccc1Cl
    0 | -1 | i | i | i | i | i | -4 | i | i | i
COc1ccc(SC[C@H](CC(C)C)N2CCN(CCc3ccccc3)CCC2=O)cc1
    -2 | -2 | i | i | i | i | i | -17 | i | i | i
COc1ccc(C2NC(C(=O)O)CS2)cc1COCC(F)(F)F (centres undefined)
    -3 | . | i | i | . | . | i | -6 | i | i | i
O=C(Nc1ccc2c(c1)OCO2)c1c[nH]c(=O)n(-c2ccc(F)cc2)c1=O
    -6 | 5 | i | i | i | i | i | -9 | i | i | i
CC1(C)CC(=O)C=C(Nc2ccc(F)cc2)C1
    -1 | -7 | i | i | i | i | i | -5 | i | i | i
CCn1c(CSCc2ccc(C)cc2)nnc1SCC(=O)N1CCN(c2ccccc2)CC1
    2 | 6 | i | i | i | i | 25* | -5 | i | i | i
CN(C)C=NCCn1c(N2CCOCC2)nc2c1c(=O)n(C)c(=O)n2C
    . | -3 | i | i | i | i | i | 0 | i | i | i
CC(CN1CCCCC1)OC(=O)CCc1ccccc1 (centres undefined)
    1 | -2 | i | i | i | i | i | -6 | i | i | i
CCCn1c(-c2cccnc2Cl)nc2cc(Cl)c(Cl)cc21
    -3 | 13 | i | i | i | i | i | -22 | i | i | i
NC(=O)C1CCN(C(=O)c2ccc(-c3ccccc3)cc2)CC1
    2 | -9 | i | i | i | i | i | -8 | i | i | i
Cc1cccc(N2CCN(C(=O)COc3cc(=O)n(C)c4ccccc34)CC2)c1C
    -2 | 4 | i | i | i | i | i | -13 | i | i | i
CCN(CC)CCN(Cc1cc2ccc(C)cc2[nH]c1=O)C(=S)Nc1ccccc1C(=O)OC
    2 | -5 | i | i | i | i | i | -4 | i | i | i
COc1ccccc1CNC(=O)CCC(=O)N1Cc2cccc(OC)c2Oc2ncccc21
    0 | -2 | i | i | i | i | i | -4 | i | i | i
COc1ccc(CCNC(=O)C(C)OC(=O)c2nsc(Cl)c2Cl)cc1OC (centres undefined)
    3 | -1 | i | i | i | i | i | -10 | i | i | i
N/C(=N\OC(=O)Cc1ccc(-c2ccccc2)cc1)c1ccncc1
    12 | 3 | i | i | i | i | i | -6 | i | i | i
CCOc1ccccc1C(=O)OCC(=O)Nc1nnc(-c2ccccc2)o1
    . | -1 | i | i | i | i | i | -12 | i | i | i

Other structures.
The line under a structure holds: HDAC3 inhib | Dyrk1A ADPGlo | TRPC4 agonist | KCNK9 block | TMEM16A act | KCNK3 inh | ANO1 block | hERG rescue | KCNQ1 inh | KCNQ1 pot | TRPC4 PAM
O=C1CC2(CCCCC2)Oc2ccccc21
    -7 | -13 | i | i | i | i | i | 5.4* | i | i | i
CCOc1cccc(-c2c(C(=O)N/N=C/c3ccncc3)nnn2-c2nonc2N)c1
    -5 | 60* | i | i | i | i | i | -10 | i | i | i
O=S(=O)(Nc1ccccn1)c1cccc(S(=O)(=O)c2ccc(Cl)cc2)c1
    -3 | . | i | i | i | i | i | -7 | i | i | i
CCn1c2ccccc2c2nnc(SCC(=O)NCCOC)nc21
    2 | 8 | i | i | i | i | i | -6 | i | i | i
CCN(C(=N)N=C(N)N)c1ccccc1
    2 | 0 | i | i | i | i | i | -6 | i | i | i
COc1ccccc1C(=O)NC(CCSC)C(=O)NCC(c1ccco1)N(C)C (centres undefined)
    3 | 0 | i | i | i | i | i | -10 | i | i | i
CC1CCC(NC(=O)c2ccc(NS(=O)(=O)c3ccc4[nH]c(=O)[nH]c4c3)cc2)CC1 (centres undefined)
    0 | 9 | i | i | i | i | i | -13 | i | i | i
CC(=O)Oc1cccc(N2C(=O)C3C4C=CC(C4=C(C)C)C3C2=O)c1 (centres undefined)
    -2 | 0 | i | i | i | i | i | -7 | i | i | i
CCN(CC)S(=O)(=O)c1ccc(Oc2cccc(C(C)=O)c2)nc1
    11 | 1 | i | i | i | i | i | -7 | i | i | i
O=C(CSc1nc2ccccc2[nH]1)NC1CCCC1
    1 | -4 | i | i | i | i | i | -13 | i | i | i
CCN1CCN(c2nc3ccccc3nc2C(C#N)S(=O)(=O)c2ccc(C)cc2)CC1 (centres undefined)
    0 | 2 | i | i | i | i | i | -10 | i | i | i
CCC(=O)N(CCc1ccccc1)Cc1cc2cc(OC)ccc2[nH]c1=O
    . | -7 | i | i | i | i | i | -12 | i | i | i
